From PubChem BioAssay
GPT2 inhibitor: inhibitors of human GPT2 alanine aminotransferase; 100,000 tested, 0.25% active; Recombinant GPT2, coupled pyruvate oxidase/HRP Amplex Red fluorescence; Q8TD30; Potency, µM (series often up to 57.7 µM), inactives show top-dose activity change, negative = inhibition, usual class: inhibitors; further: potency means the concentration at half of the fitted maximal effect; nearly all actives have a fitted effect of over 60% in size; many of its hits are not listed in these tables
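Fluorescence read-out: pyruvate from GPT2 turnover coupled to pyruvate oxidase, HRP and Amplex Red (0.2mM ThPP, 0.2U/mL PO and HRP, 50uM Amplex final). Substrates 250uM a-KG, 2mM L-alanine; enzyme 10ng/uL; 30 min RT.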
SNCA expr inh: inhibitors of alpha-synuclein (SNCA) gene expression; HEK-293 SNCA-luciferase knock-in, luminescence, 24 h; 140,000 tested, 0.17% active; Potency, µM (doses to about 57.2 µM), without a hit: top-dose activity change, negative = inhibition, usual class: inhibitors;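 further: potency means the concentration at half of the fitted maximal effect; plate controls were DMSO cells for no effect and cell-free wells for full effect; nearly all actives have a fitted effect of over 45% in size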
HEK293 tox: HEK 293 cell cytotoxicity; HEK 293 viability, ATP luminescence (CellTiter-Glo), 48-72 h; Potency, µM (top dose mostly 115 µM), for the others: top-dose activity change, negative = cytotoxicity, most hits filed as inhibitors; 94,000 tested, 6.6% active; further: potency means the concentration at half of the fitted maximal effect; nearly all actives have a fitted effect of over 60% in size
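ATP-coupled CellTiter-Glo luminescence served as viability read-out, recorded 10 min after reagent addition at room temperature. HEK 293 cells, 250 cells/well, had been incubated with pintool-transferred compound for 48 or 72 hr at 37 degree Celsius.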
Luciferase inh: blocks purified firefly luciferase enzyme activity. purified P. pyralis luciferase, luminescence, biochemical. P08659. 76,000 tested, 2.5% active. Potency, µM (titrated, usually from 115 µM), without a hit: at the highest dose activity change, negative = inhibition, actives largely listed as inhibitors; further: potency means the concentration at half of the fitted maximal effect; nearly all actives have a fitted effect of over 65% in size
Target sequence (P08659 whole entry, looked up): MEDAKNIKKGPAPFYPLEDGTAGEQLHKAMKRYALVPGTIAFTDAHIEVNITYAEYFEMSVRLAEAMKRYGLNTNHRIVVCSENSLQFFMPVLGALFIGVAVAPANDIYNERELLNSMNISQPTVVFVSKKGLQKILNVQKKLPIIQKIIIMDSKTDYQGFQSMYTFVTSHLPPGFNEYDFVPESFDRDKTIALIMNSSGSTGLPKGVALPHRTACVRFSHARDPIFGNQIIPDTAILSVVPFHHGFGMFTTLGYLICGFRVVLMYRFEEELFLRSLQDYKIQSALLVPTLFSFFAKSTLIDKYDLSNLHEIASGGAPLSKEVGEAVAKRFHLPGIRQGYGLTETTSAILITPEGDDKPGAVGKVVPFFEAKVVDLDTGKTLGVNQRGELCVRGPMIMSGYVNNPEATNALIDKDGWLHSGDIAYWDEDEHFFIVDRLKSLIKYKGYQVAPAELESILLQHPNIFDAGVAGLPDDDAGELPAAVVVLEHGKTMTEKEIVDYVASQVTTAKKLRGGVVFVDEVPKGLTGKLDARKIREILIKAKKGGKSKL
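Cell-free enzyme assay, 10nM P. pyralis luciferase, luciferin and ATP each at 10uM. Inhibition profiled over a 6-point titration, read as luminescence.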
SNCA viab count: reduces viability of HEK-293 SNCA reporter cells. 150,000 tested, 0.12% active. AID 1671193. Potency, µM (series often up to 57.1 µM), without a hit: at the top dose activity change, negative = cytotoxicity, actives largely listed as cytotoxic. HEK-293-SNCA-luc viability, GF-AFC fluorescence, 24 h;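 further: potency means the concentration at half of the fitted maximal effect; 0% = DMSO-treated cells and -100% = medium-only wells without cells; nearly all actives have a fitted effect of over 30% in size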
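Cytotoxicity counterscreen: after 24 h compound treatment of genome-edited SNCA-luciferase HEK-293 cells, live-cell protease substrate GF-AFC read by fluorescence after 30 min; activity scaled between DMSO (0%) and medium-only (-100%), curves Hill-fitted.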
IP6K1 inhibitor: blocks human inositol hexakisphosphate kinase 1. AID 1645851. Q92551. activity change, % (series mostly up to about 58 µM). IP6K1 kinase, ADP-Glo luminescence, 2 h; hits give low values. 140,000 tested, 0.81% active; in the data active means activity change below about -25%
Target sequence (Q92551 whole entry, looked up): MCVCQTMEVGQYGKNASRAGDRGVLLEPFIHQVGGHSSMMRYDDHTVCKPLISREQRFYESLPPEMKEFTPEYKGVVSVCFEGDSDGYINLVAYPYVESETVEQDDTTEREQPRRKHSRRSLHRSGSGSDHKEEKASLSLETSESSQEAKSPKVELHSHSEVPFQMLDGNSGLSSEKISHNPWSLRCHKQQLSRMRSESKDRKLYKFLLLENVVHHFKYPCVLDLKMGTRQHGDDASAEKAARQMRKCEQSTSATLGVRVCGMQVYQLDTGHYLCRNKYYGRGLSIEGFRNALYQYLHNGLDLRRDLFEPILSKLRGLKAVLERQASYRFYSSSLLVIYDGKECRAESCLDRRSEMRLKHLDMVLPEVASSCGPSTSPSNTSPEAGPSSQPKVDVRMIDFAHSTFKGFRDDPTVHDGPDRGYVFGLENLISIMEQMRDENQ
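ADP-Glo luminescence measures ADP made by human IP6K1 during a 2 h RT reaction with ATP/IP6 (mix at 1.3 mM/130 uM); top library doses 57.5 and 19.1 uM final.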
NIH3T3 tox: NIH 3T3 cell cytotoxicity | NIH 3T3 viability, CellTiter-Glo ATP luminescence, 48-72 h | Potency, µM (highest dose often 96.7 µM), inactives show at the highest dose activity change, negative = cytotoxicity, actives largely listed as inhibitors | 94,000 tested, 4.3% active; further: potency means the concentration at half of the fitted maximal effect; nearly all actives have a fitted effect of over 55% in size
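First NIH 3T3 cells are plated at 400 cells/well; next compound is pinned in; then plates incubate 48 or 72 hr at 37 °C; finally CellTiter-Glo is added and luminescence read after 10 min.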
Numbers without * were called inactive; i = inactive; ? = inconclusive; . = no result given; & = joins results of further samples; [ ] = another dose, or the depositor's remark. Unless noted, the call rests on the fitted dose curve; in most records, active means well fitted curve in the direction sought with a large enough effect; inconclusive means small, poorly fitted or top-dose-only effect, or another doubt; inactive means no such curve, though single readings can be large; an effect the other way counts as inactive or inconclusive. Unless noted, on the % scale 0 is the no-effect control and ±100 the full control effect. The list is partial. The share of hits here may be higher or lower than overall.

Values run as follows: GPT2 inhibitor	SNCA expr inh	HEK293 tox	Luciferase inh	SNCA viab count	IP6K1 inhibitor	NIH3T3 tox
- CCc1noc(-c2ccn3c(CNC(=O)c4ccc(C)c(F)c4)nnc3c2)n1
 : -2%	-11%	i	0%	-5%	12	i
- CCS(=O)(=O)c1ccc2oc([C@H]3CCN(Cc4c[nH]c5ccccc45)C3)nc2c1
 : 0%[88.5 µM]	11%[87.6 µM]	?	6%[172 µM]	-14%[87.6 µM]	-6	?
- Cn1ncc2c(C(=O)Nc3ccc(Cl)cc3)cc(-c3cccc(F)c3)nc21
 : .	.	?	.	.	2	?
- CCc1cccc(NC(=O)c2coc(=O)c3ccccc23)c1
 : .	21%	.	.	-16%	-18	.
- CCC(CC)C(=O)OC12C(OC(=O)C(C)C)C(C)C3(O)C(C=C(CO)CC4(O)C(=O)C(C)=CC43)C1C2(C)C (configuration not stated)
 : 3%[27.3 µM]	.	.	.	5%[23.9 µM]	8	.
- CN(Cc1ccccc1)C(=O)c1cc(-c2ccccc2F)nc2c1cnn2C
 : .	.	?	.	.	6	?
- NC(=O)c1cccc2cn(-c3ccc(C4CCCNC4)cc3)nc12 (configuration not stated)
 : ?	.	.	.	-30%	-9	.
- Cc1ccc(-n2cc(C(=O)Oc3cccc(C)c3)c3ccccc3c2=O)cc1
 : .	?	.	.	13%	15	.
- Cc1ccc(CNC(=O)c2cccn2-c2nnc(N3CCCCC3)s2)cc1
 : .	31%[activator]	.	.	-18%	33	.
- CCCCN(C)C(=O)c1cn(C)c2ccc(S(=O)(=O)N3CCC(C)CC3)cc2c1=O
 : .	-8%	.	.	7%	15	.
- Cc1ccc(C)c(N2CCN(C(=O)c3cc(S(=O)(=O)N4CCCCC4)cn3C)CC2)c1
 : .	-1%	.	.	8%	0	.
- CC(C)(C)NC(=O)N1CCCCCCNC(=O)[C@@H]2C[C@@H](c3nc(-c4cccnc4)no3)C[C@@H]21
 : i	-23%	-8%	0%	-9%	8	-23%
- CCc1ccc(C2=C(C)C(N3CCC(C(=O)NCc4ccccc4)CC3)=NS2(=O)=O)cc1
 : .	18%	.	.	-2%	-10	.
- COc1cc([N+](=O)[O-])ccc1NC(=O)N1CCN(c2cc(-c3noc(C)n3)ccc2C)CC1
 : .	11%	.	.	10%	-20	.
- COc1cc(CNC(=O)[C@@H]2C[C@H](c3ccc(F)cc3)N(Cc3csc(C)n3)C2)cc(OC)c1
 : ?	-4%	?	-3%	-11%	-1	?
- CCC(C)NC(=O)Cn1ccn2nc3c(c2c1=O)CCCC3 (configuration not stated)
 : i	4%	-1%	-1%	15%	-8	-7%
- COc1ccc(CN2CC(N3CCc4ccccc43)C2)cc1
 : i	4%	?	.	0%	-14	-24%
- COc1ccc(-c2cc(C[C@H]3CNCC[C@H]3CC(=O)NCc3ccc(F)cc3)no2)cc1
 : i	-6%	?	-14%	11%	10	?
- Fc1ccc(-c2noc3ncnc(N4CCCCC4)c23)cc1
 : .	-13%	.	.	-9%	10	.
- CCS(=O)(=O)c1nc(S(=O)(=O)c2ccc(Cl)cc2)c(NCc2ccc(Cl)cc2)s1
 : .	3%	.	.	1%	28	.
- CCC(CC)C(=O)NC[C@@H]1C=C(C)[C@H](Cc2nc3ccccc3n2C)C[C@H]1C(C)C
 : i	?	32µM*	-3%[172 µM]	?	5	35µM*
- COc1cc(O)cc(C)c1C(=O)O[C@@H]1[C@H](O)[C@@H](CO)O[C@H]1n1ccc(=O)[nH]c1=O
 : i	.	.	.	-3%[23.9 µM]	14	.
- COCc1nc(NCc2cn3cc(C)sc3n2)cc(C2CC(N)C2)n1 (configuration not stated)
 : i	6%	i	2%	4%	-11	i
- Cc1ccc(S(=O)(=O)Nc2ccc(C)n(CC(=O)N3CCCN(C)CC3)c2=O)cc1
 : 4%	2%	1%	1%	0%	22	2%
- CCc1ccc(S(=O)(=O)c2nnn3c2nc(N(CC)Cc2ccccc2)c2cc(Cl)ccc23)cc1
 : .	7%	.	.	9%	8	.
- Cc1cccc(Cn2nc(C)n3c(cc4cc(C)ccc43)c2=O)c1
 : .	5%	.	.	7%	2	.
- Cc1ccc2oc(C(=O)Nc3sc4c(c3C(=O)NCc3ccccc3)CCCC4)cc(=O)c2c1
 : .	-1%	.	.	1%	-8	.
- CCOCCCNC(=O)N1[C@@H]2CC[C@H]1CC(NC(=O)c1ccc(F)cc1)C2 (some centres not stated)
 : i	-2%	-8%	-8%	0%	4	-18%
- Cc1ccc(Nc2ccnc(N3CCCC3C(=O)NC3CC3)n2)cc1 (configuration not stated)
 : i	-10%	?	.	9%[12.5 µM]	-14	-19%
- CN(Cc1cnn(C)c1)C(=O)C1C2C(=O)N(Cc3ccc(F)cc3)C[C@@]23C=C[C@@H]1O3 (some centres not stated)
 : 4%[11.5 µM]	-20%	1%	-4%	-5%	-42*	-12%
- CCC(CC)C(=O)Nc1cccc(-c2nc3ccccc3s2)c1
 : .	100%[activator]	.	.	?	22	.
- O=C(c1ccncc1)N1CCn2c(nnc2-c2cncc(Br)c2)C1
 : i	?	i	.	-3%	7	-2%
- O=C(c1ccc(F)cc1)N1CC(c2noc(-c3ccccc3)n2)C1
 : 5%	27%	-12%	-8%	6%	20	-15%
- COc1ccc(Nc2nc3ccc(Cl)cc3n3nnnc23)cc1OC
 : .	?	.	.	9%	-19	.
- Cc1ccc(C)c(N2CCN(Cc3nnc(-c4ccccc4)o3)CC2)c1
 : .	4%	.	.	6%	-9	.
- CN1c2cc(C(=O)N3CCN(c4cccc(Cl)c4)CC3)ccc2C(=O)N2CCCC21 (configuration not stated)
 : 1%	-25%	79µM*	-7%	10%[12.5 µM]	-5	-15%
- O=[S+]([O-])(NC1CCCN(c2ccc3nnc(C4CC4)n3n2)C1)c1ccccc1 (configuration not stated)
 : .	.	?	.	.	5	?
- O=C(NC[C@H]1O[C@@H]2C[C@@H](CC(=O)N3CCC(F)(F)C3)O[C@@H]2[C@@H]1O)NC1CCCCC1
 : -24%[88.5 µM]	-7%[87.6 µM]	3%[172 µM]	1%[172 µM]	-2%[87.6 µM]	7	i
- Cc1cccc(NC(=O)CSc2nc(C)c(Cc3ccccc3)c(=O)[nH]2)c1C
 : .	-18%	.	.	3%	3	.
- CN(C)C(=O)C1CN(C(=O)Nc2ccc(F)cc2)CC12CCOCC2 (configuration not stated)
 : -4%	24%	-10%	-16%	?	14	-11%
- Cc1ccccc1OCC(=O)OCc1cc(=O)n2nc(-c3cccs3)sc2n1
 : .	32%[activator]	.	.	-5%	12	.
- CNC(=O)c1cnn2c1CN(C(=O)c1ccccc1F)CC2
 : i	17%	i	.	3%	-3	-11%
- CCOC(=O)CN1C(=O)CN(C(=O)c2cc3ccccc3s2)CCC(OC)c2ccccc21 (configuration not stated)
 : .	.	?	.	.	6	-25%
- O=C(NCc1ccccc1Cl)c1cc2c(s1)-c1ccc(Cl)cc1SC2
 : .	9%	.	.	-3%	-2	.
- c1cc2nc(C3CCCCC3)[nH]c2cn1
 : -4%&0%[88.5 µM]	-11%&18%[87.6 µM]	?	-6%[230 µM]	7%&3%[87.6 µM]	2&-10	-23%&-14%[174 µM]
- Cc1nnc(-c2cc(NCc3cccs3)ccn2)n1C1CCCCC1
 : -19%[88.5 µM]	3%[87.6 µM]	?	-13%[172 µM]	-1%[87.6 µM]	4	?
- O=C(Nc1ccccc1)N1CCCC(C(=O)N2CCC(N3CCOCC3=O)CC2)C1 (configuration not stated)
 : i	-5%	-3%	.	3%	2	-15%
- Cc1ccc2nc(N3CCN(C(=O)C4COc5ccccc5O4)CC3)sc2c1 (configuration not stated)
 : .	143%[activator]	.	.	0%	-1	.
- COc1ccc(NC(=O)CN(C)S(=O)(=O)c2ccc3[nH]c4c(c3c2)CCCC4)cc1OC
 : .	?	.	.	-2%	-7	.
- O=C(CC1CCCC1)N1CCC2(CC1)CC(N(Cc1ccccc1)C1CC1)CCO2 (configuration not stated)
 : i	-1%	?	3%	-3%	-21	?
- COc1ccc(CNC(=O)[C@@H]2Cc3cn(Cc4cccnc4)c4cccc(c34)[C@H](CC(C)C)N2)cc1
 : -41%	?	35µM*	-7%	-29%	20	?
- CCNC(=O)N1CCC2(CC1)CC(N(C(=O)c1ccccc1)C1CC1)CCO2 (configuration not stated)
 : i	-18%	4%	7%	10%	-9	-4%
- CCN1C(=O)CCN(C(=O)CCc2ccc(OC)cc2)CC12CCOCC2
 : i	3%	-1%	8%	?	-12	-6%
- COc1ccc(N2Cc3c(ncnc3N3CCOCC3)N(C)CC2=O)cc1
 : 4%	27%	-14%	-4%	-19%	8	-22%
- COc1ccc(C2(C(=O)N3CCC4(CC3)NCCc3c4[nH]c4ccccc34)CC2)cc1
 : i	3%	35µM*	1%	-7%[12.5 µM]	12	?
- COCCNC(=O)[C@@H]1C[C@@H](O)CN1C1CCN(C(=O)c2ccc(OC)nc2)CC1
 : i	6%	0%	2%	4%	30	-4%
- Cc1cccc(S(=O)(=O)N2[C@@H]3CC[C@H]2CC(NC(=O)c2ccc(F)cc2)C3)c1 (some centres not stated)
 : 3%	1%	?	-9%	-22%	7	?
- O=C1CCSC2(C(=O)N(Cc3ccc(F)cc3)c3ccccc32)N1c1ccc(F)c(F)c1 (configuration not stated)
 : .	?	.	.	-21%	5	.
- COc1cccc(CCC(=O)N2CCCC(Cc3nc(C4CCOCC4)no3)C2)c1 (configuration not stated)
 : i	7%	-10%	4%	-18%	4	-14%
- CCc1ccc(NC(=O)CSc2nnc(CC)c(CC)n2)cc1
 : .	4%	.	.	1%	8	.

Limited to Luciferase inh (2 entries from above):
compound	Luciferase inh
CCN1C(=O)CCN(C(=O)CCc2ccc(OC)cc2)CC12CCOCC2	8%
COc1ccc(N2Cc3c(ncnc3N3CCOCC3)N(C)CC2=O)cc1	-4%

The listing continues:
Values run as follows: GPT2 inhibitor	SNCA expr inh	HEK293 tox	Luciferase inh	SNCA viab count	IP6K1 inhibitor	NIH3T3 tox
- CCOC(=O)c1oc2ccc(S(=O)(=O)n3nc(-c4cc(OCC)c(OCC)c(OCC)c4)cc3N)cc2c1C
 : .	-15%	.	.	-3%	-13	.
- CN1CC(=O)N(C2CCNC2)Cc2c(NCCc3cccc(F)c3)ncnc21 (configuration not stated)
 : -7%	-8%	4%	.	2%	-2	4%
- Cc1cnn(CCC(=O)N2CC(F)(F)C[C@H]2c2nnc(C)o2)c1
 : 2%	-5%	-1%	4%	6%	24	3%
- Cc1ccc(CN(C(=O)COc2ccccc2[N+](=O)[O-])c2ccccn2)o1
 : .	92%[activator]	.	.	0%	21	.
- CN1c2cccnc2CN(Cc2ccccn2)CC[C@H]1CO
 : i	10%[87.6 µM]	-14%[172 µM]	7%[172 µM]	0%[87.6 µM]	-5	-8%[174 µM]
